Source: PubChem
TLR4 MyD88 comp: inhibitors of TLR4-MyD88 association in cells, primary screen, cell-based, HeLa CL3-4, BLA complementation, FRET ratio | Toll-like receptor 4 (Homo sapiens) + Myeloid differentiation primary response protein … | AID 861, 2007 | inhibition, % at 8.4 µM | HeLa CL3-4 TLR4/MyD88 BLA complementation | 0.18% of 200,000 active; in the data active = inhibition above about 25%;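 note: 0% = vehicle and 100% = reference inhibitor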
G6PDH CS: L. mesenteroides G6PDH inhibitors, counter-screen for G6PDH-coupled screening assays, biochemical, Leuconostoc mesenteroides enzyme | Purified L. mesenteroides G6PDH, diaphorase/resazurin coupled fluorescence, 45 min | inhibition, % at 5 µM | 0.12% of 200,000 active; in the data active = inhibition above about 50%
NF-kB expr up: activators of NF-kB expression in neurons, primary screen, cell-based, HTS. human neuronal cells, NF-kB reporter expression; active compounds read high. fold change at 12.5 µM. 1.6% of 190,000 active. AID 1239, 2008; in the data active = fold change above about 3.3
APP 5'UTR act: activators of APP 5'UTR luciferase reporter, primary screen, SH-SY5Y cells. 1% of 190,000 active. AID 1276, 2008. activation, % at 2 µM. SH-SY5Y APP 5'UTR luciferase reporter, luminescence; zero percent = DMSO vehicle wells;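 active = activation above a set limit, based on mean plus 3 SD of controls, cut at about 140% in these data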; note: values of inactives mirror those of a sister screen read the other way
FLuc inh counter: firefly luciferase enzyme inhibitors, primary screen, artefact control for luciferase-based inhibitor screens, biochemical, luminescence, ATPLite; AID 1006, 2008; inhibition, % at 10 µM; Luciferin 4-monooxygenase (Photinus pyralis), P08659; 1.5% of 200,000 active; 10 min;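 active = inhibition above about 50% when tested at 10 µM, limit read from the data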
Target sequence (P08659 whole entry, looked up): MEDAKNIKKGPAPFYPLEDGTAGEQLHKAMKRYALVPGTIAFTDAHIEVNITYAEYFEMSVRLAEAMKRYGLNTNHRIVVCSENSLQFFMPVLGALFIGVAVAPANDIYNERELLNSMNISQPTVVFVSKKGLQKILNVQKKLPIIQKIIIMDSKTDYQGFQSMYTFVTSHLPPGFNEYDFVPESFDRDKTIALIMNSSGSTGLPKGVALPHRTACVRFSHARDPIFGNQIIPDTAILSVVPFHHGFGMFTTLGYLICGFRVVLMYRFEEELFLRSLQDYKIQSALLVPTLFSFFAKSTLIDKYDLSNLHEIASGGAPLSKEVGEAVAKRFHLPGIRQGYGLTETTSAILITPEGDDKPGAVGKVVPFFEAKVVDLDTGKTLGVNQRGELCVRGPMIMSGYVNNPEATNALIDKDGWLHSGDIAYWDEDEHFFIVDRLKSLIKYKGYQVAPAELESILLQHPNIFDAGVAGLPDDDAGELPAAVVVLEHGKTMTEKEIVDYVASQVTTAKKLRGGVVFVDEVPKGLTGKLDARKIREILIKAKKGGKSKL
STAT1 activator: STAT1 signaling activators, primary screen, cell-based, HTS, luciferase reporter; NIH 3T3 STAT1-luciferase reporter, IFN-gamma, luminescence; 100% = IFN-gamma alone, no compound; activation (% of control), % at 5.5 µM; 2.6% of 200,000 active;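 active = activation above the screen-wide mean activation plus 3 SD, cut at about 130% in these data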;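 note: raw ratio to IFN-gamma control signal so 100% means no change and 0% no light; values of inactives mirror those of a sister screen read the other way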
Diaphorase act: compounds boosting diaphorase resazurin reduction – biochemical, uHTS, resorufin fluorescence, counter-screen for diaphorase-coupled primary assays, primary screen. Diaphorase/resazurin coupled assay, 16 min; active compounds read high; 1 = vehicle wells, 0 = NADH-free wells. activation factor at 20 µM. 0.005% of 190,000 active. AID 1229, 2008;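 active = diaphorase activity raised at least twofold by the compound at 20 µM; inactive = activation factor below 2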
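Test system: Clostridium kluyveri diaphorase, purified enzyme; input: enzyme 0.07 U/mL final; buffer or medium: 50 mM HEPES pH 7.4 with 4.542 mM MgCl2, 0.005% Tween 20; also added: 0.114 mM NADH and 0.1 mM resazurin, final amounts; schedule: 16 min enzyme reaction, ambient temperature; technique: fluorescence of resorufin, 544 nm excitation, 590 nm emission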
Diaph inh CS: diaphorase inhibitors and chemical oxidizers, primary screen, counter-screen for diaphorase-coupled primary assays, biochemical, uHTS, resorufin fluorescence | 0.69% of 190,000 active | AID 1217, 2008 | diaphorase resazurin-to-resorufin fluorescence, NADH, 16 min; bacterial (C. kluyveri) enzyme, not human | inhibition, % at 20 µM;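 active = primary screen inhibition at 20 µM above a set limit, cut at about 50% in these data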;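 note: plate controls were DMSO with full reaction for no effect and wells lacking NADH for full effect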
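System: Bacterial diaphorase enzyme (C. kluyveri) | Incubation: 16-min room-temperature incubation before reading | Benchmarks: No-NADH positive control and DMSO neutral control | Measured by: Resorufin fluorescence 544/590 nm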
FLuc stim CS: FLuc activators, initial screening, artefact control for FLuc-dependent activation tests, biochemical, ATPlite luminescence; Luciferin 4-monooxygenase (Photinus pyralis), P08659; ATPlite luciferase biochemical, 10 min; 0 = ATP-free wells, 1 = DMSO control; activation factor at 10 µM; 200,000 tested, under 10 active; AID 1027, 2008;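 active = luciferase activation factor, scaled between plate controls, of at least 2 with compound at 10 µM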
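System: cell-free luciferase reagent; medium: PBS as buffer for the ATP substrate; doses: test compounds dosed from 2 mM stocks in 100% DMSO; incubation: 10 min, room temperature; measured by: luminescence from luciferase reaction; read-out: luciferase activation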
APP transl inh: inhibitors of APP translation via 5'UTR reporter, primary screen, APP 5'UTR luciferase, SH-SY5Y cells; SH-SY5Y APP 5'UTR-luciferase reporter, luminescence; inhibition, % at 2 µM; 0.82% of 190,000 active; AID 1285, 2008;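 active = inhibition above a set limit, derived from the sample mean plus 3 SD, cut at about 45% in these data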; note: values of inactives mirror those of a sister screen read the other way
An asterisk follows results filed as active; / = no result given.

Preview, 7 compounds:
item	molecule	TLR4 MyD88 comp	G6PDH CS	NF-kB expr up	APP 5'UTR act	FLuc inh counter
1	Cc1ccc(SCCNS(C)(=O)=O)cc1	5	16	1	2	4
2	COc1ccc(CCN2C(=O)CC(Sc3ncccc3C(=O)O)C2=O)cc1OC (centres undefined)	-1	-14	1.4	-15	2
3	CCOC(=O)CSc1nnc2n(Cc3ccccc3)c(=O)c3c4c(sc3n12)CCC4	1	0	0.64	0	-10
4	COC(=O)c1ccc2c(=O)n(-c3ccc(OC)cc3)c(=S)[nH]c2c1	-1	-3	1.5	15	2
5	COc1ccc(Cl)cc1NC(=S)NCCO	-3	16	0.91	-4	-9
6	c1ccc(C2=NNC(c3ccco3)=Nc3ccccc32)cc1	8	4	1.2	2	-1
7	CCOc1ccc(S(=O)(=O)Nc2cccc(Cl)c2)cc1	-10	/	/	6	/

item	STAT1 activator	Diaphorase act	Diaph inh CS	FLuc stim CS	APP transl inh
1	96	0.9	6	1	-2
2	99	0.8	20	1	15
3	102	0.9	12	1.1	0
4	100	0.8	21	1	-15
5	99	1	4	1.1	4
6	102	1	-3	1	-2
7	89	/	/	/	-6

The whole of this part, from the first entry:
item	molecule	TLR4 MyD88 comp	G6PDH CS	NF-kB expr up	APP 5'UTR act	FLuc inh counter
1	Cc1ccc(SCCNS(C)(=O)=O)cc1	5	16	1	2	4
2	COc1ccc(CCN2C(=O)CC(Sc3ncccc3C(=O)O)C2=O)cc1OC (centres undefined)	-1	-14	1.4	-15	2
3	CCOC(=O)CSc1nnc2n(Cc3ccccc3)c(=O)c3c4c(sc3n12)CCC4	1	0	0.64	0	-10
4	COC(=O)c1ccc2c(=O)n(-c3ccc(OC)cc3)c(=S)[nH]c2c1	-1	-3	1.5	15	2
5	COc1ccc(Cl)cc1NC(=S)NCCO	-3	16	0.91	-4	-9
6	c1ccc(C2=NNC(c3ccco3)=Nc3ccccc32)cc1	8	4	1.2	2	-1
7	CCOc1ccc(S(=O)(=O)Nc2cccc(Cl)c2)cc1	-10	/	/	6	/
8	O=C(NCc1ccccn1)C1CC(c2ccc(F)cc2)=NO1 (centres undefined)	-6	-1	1.1	/	-4
9	CC(NC(=O)c1ccnc(C(C)(C)C)c1)c1ccccc1 (centres undefined)	-9	10	0.99	14	-2
10	CNC(=S)N/N=C/C1=CCC2CC1C2(C)C (centres undefined)	9	-11	1.1	-20	62*
11	CC(C)OCC(O)CS(=O)(=O)Cc1ccccc1 (centres undefined)	0	11	1	-2	-2
12	NC(=O)Nc1cccc2ccccc12	-9	2	1.2	20	-8
13	COC(=O)c1cc(NCc2ccccc2F)ccc1N1CCOCC1	1	3	1.1	11	-7
14	O=C(/C=C\NCC(=O)c1ccccc1)c1ccccc1	-10	1	1.2	8	14
15	CC(C(=O)Nc1ccc2c(c1)OCCO2)N1CCN(C(=O)c2ccco2)CC1 (centres undefined)	0	1	1.1	11	-2

item	STAT1 activator	Diaphorase act	Diaph inh CS	FLuc stim CS	APP transl inh
1	96	0.9	6	1	-2
2	99	0.8	20	1	15
3	102	0.9	12	1.1	0
4	100	0.8	21	1	-15
5	99	1	4	1.1	4
6	102	1	-3	1	-2
7	89	/	/	/	-6
8	98	0.8	23	1	/
9	94	0.9	11	1	-14
10	98	0.9	6	0.4	20
11	101	1	3	1	2
12	102	1	3	1.1	-20
13	104	0.9	11	1.1	-11
14	104	1.1	-7	0.9	-8
15	113	1	0	1	-11

Next part
item	molecule	TLR4 MyD88 comp	G6PDH CS	NF-kB expr up	APP 5'UTR act	FLuc inh counter
16	O=C(CN(Cc1ccccc1)S(=O)(=O)c1ccc2c(c1)OCCO2)Nc1ccc2c(c1)OCCO2	-6	15	1	-5	0
17	CC(C)Cn1c(N)c(C(=O)COC(=O)c2cc(F)cc(F)c2)c(=O)n(C)c1=O	-10	-6	0.71	76	1
18	CCCn1c(C(O)c2cc(OC)ccc2OC)nc2ccccc21 (centres undefined)	-3	-6	0.88	/	-2
19	Cc1n[nH]c(=O)n1-c1ccc(OCc2ccccc2)cc1	-16	14	1.7	31	14
20	O=C(Nc1cc(S(=O)(=O)N2CCOCC2)ccc1N1CCCCC1)c1cc(-c2ccccn2)nc2ccccc12	5	0	1	-2	-2
21	COc1ccc(C(=O)N/N=C/C2CC=CCC2)cc1OC (centres undefined)	0	7	1.1	-5	2
22	Cc1cc(C)c(C(=O)CN2C(=O)NC3(CCC(C)CC3)C2=O)cc1C (centres undefined)	-29	9	1.5	2	-9
23	COc1ccc(S(=O)(=O)Nc2c(C)ccc3nsnc23)cc1OC	-6	5	1	11	-5
24	O=c1c2cc(Cl)cc(Cl)c2nc2n1CCC2	-6	-1	0.97	-12	-8
25	CCCCCc1ccc(-c2ccc(OC)cc2)nc1	13	9	3.4*	128	47
26	COc1ccc(N2C(C(C)=O)=NN(c3ccccc3)C2c2cccs2)cc1 (centres undefined)	22	6	0.49	-5	-6
27	COC(=O)CCC(=O)Nc1nc(-c2ccccc2)cs1	8	/	/	20	/
28	COc1cccc(/C=C/C(=O)c2ccc[nH]2)c1	-3	3	6.6*	201*	52*
29	CC(C)(C)N/N=C/c1c(O)n(-c2ccc(Cl)cn2)c(=O)c2ccccc12	-9	19	0.88	-3	-8
30	CCCc1ncc(C(O)c2cccc3ccccc23)n1C (centres undefined)	-4	0	1	-10	-7

item	STAT1 activator	Diaphorase act	Diaph inh CS	FLuc stim CS	APP transl inh
16	109	0.9	13	1	5
17	94	0.9	11	1	-76
18	93	0.9	5	1	-40
19	122	1	3	0.9	-31
20	104	1	-2	1	2
21	101	1	4	1	4
22	99	1.1	-6	1.1	-2
23	96	0.8	19	1	-11
24	104	1	4	1.1	12
25	140*	0.8	22	0.5	-128
26	99	0.8	20	1.1	5
27	106	/	/	/	-20
28	128	0.9	6	0.5	-201
29	102	0.9	11	1.1	3
30	95	0.9	10	1.1	10

More structures
item	molecule	TLR4 MyD88 comp	G6PDH CS	NF-kB expr up	APP 5'UTR act	FLuc inh counter
31	Cc1nc(NCc2ccco2)nc2c1C(=O)CC(C)C2 (centres undefined)	-6	0	1.1	3	-9
32	Cc1cccc(NC(=O)COc2cccc3c2CCN(C)C3=O)c1	-5	2	1.2	17	-5
33	Cc1c(C(=O)N2CCCCC2)sc(NC(=O)C(C)C)c1C#N	-13	1	0.99	5	-8
34	COC(=O)C1CCN(C(c2cccs2)c2sc3nc(C)nn3c2O)CC1 (centres undefined)	-12	-10	/	11	-6
35	Cc1ccccc1CN1C(=O)Nc2ccccc2C(=O)N1C(C)(C)C	2	-2	1.1	13	-5
36	Cc1ccc(NC(=O)CN2C(=O)CN(C)C2=O)cc1S(=O)(=O)N1CCCCC1	-16	4	1.3	11	-3
37	CN(Cc1ccccc1)C(=O)CCSc1nc(-c2ccc3c(c2)OCO3)cc(C(F)(F)F)n1	4	9	1	1	-5
38	Cc1cccc(NC(=O)c2cccc(NC(=O)Cc3cccs3)c2)c1	-13	5	1.7	16	6
39	CN1CCc2c(sc3nc(SCC(N)=O)n(-c4ccccc4)c(=O)c23)C1	6	8	0.75	1	-7
40	O=C(c1ccco1)N1CCN(Cc2cn[nH]c2-c2ccc(F)cc2F)CC1	3	8	0.92	14	-6
41	Cc1cc(N2CCC(C(=O)N3CCN(c4cccc(C)c4C)CC3)CC2)n2ncnc2n1	-8	4	0.52	-7	-3
42	O=C(NCC1COc2ccccc2O1)c1cc2ccccc2o1 (centres undefined)	3	7	1.4	7	-1
43	Cc1[nH]nc(-c2ccc(O)c(C)c2O)c1Oc1ccccc1	3	10	0.84	16	-5
44	COc1ccc2nc3sc(C(=O)N4CCN(C)CC4)cc3cc2c1	-5	1	1.6	18	3

item	STAT1 activator	Diaphorase act	Diaph inh CS	FLuc stim CS	APP transl inh
31	103	0.9	6	1.1	-3
32	94	1.1	-6	1.1	-17
33	99	0.9	8	1.1	-5
34	91	0.9	10	1.1	-11
35	104	1	4	1.1	-13
36	99	0.8	16	1	-11
37	103	0.7	29	1.1	-1
38	96	0.8	16	0.9	-16
39	103	1.1	-6	1.1	-1
40	97	0.9	8	1.1	-14
41	96	1	2	1	8
42	110	0.8	16	1	-7
43	96	1	-3	1.1	-16
44	109	0.9	12	1	-18
